High-throughput results: PubChem BioAssay, several laboratories
HGIII-sPLA2 inh – Blocks human group III sPLA2 activity. QFRET BODIPY PC-A2 liposome hydrolysis, fluorescence. inhibition, % at 12.2 µM. actives 0.56% (n = 370,000). AID 743126;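 active means inhibition above mean plus 3 SD of compounds lying within the high and low control bounds, cut at about 19% in these data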;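 further: 0% = median of test compound wells and 100% = no enzyme DMSO wells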
DAX1 inh-1 – DAX1 (NR0B1) inhibition, primary screen; AID 652010; inhibition, % at 6.8 µM; HEK293T StAR-luciferase reporter, SF-1/DAX-1 repression relief; actives 1.1% (n = 370,000);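 active means inhibition above the mean over all tested compounds plus 3 SD, cut at about 3.6% in these data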;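 further: 0% = DAX-1 cells with DMSO and 100% = cells lacking DAX-1 with DMSO; higher inhibition means more luminescence from relief of DAX-1 repression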
DAX1 inh-2 – inhibitors of human orphan nuclear receptor DAX1 (NR0B1); HEK293 Gal4-DAX1 luciferase reporter, luminescence; actives 0.99% (n = 340,000); inhibition, % at 6.75 µM; AID 504766;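 active means inhibition above the mean over all tested compounds plus 3 SD, cut at about 4.2% in these data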;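 further: 0% = DAX1-transfected cells with DMSO and 100% = empty-vector control cells with DMSO; inhibition shows as a rise in luminescence from relieved DAX1 repression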
Target sequence (P51843 207-470 limits assumed): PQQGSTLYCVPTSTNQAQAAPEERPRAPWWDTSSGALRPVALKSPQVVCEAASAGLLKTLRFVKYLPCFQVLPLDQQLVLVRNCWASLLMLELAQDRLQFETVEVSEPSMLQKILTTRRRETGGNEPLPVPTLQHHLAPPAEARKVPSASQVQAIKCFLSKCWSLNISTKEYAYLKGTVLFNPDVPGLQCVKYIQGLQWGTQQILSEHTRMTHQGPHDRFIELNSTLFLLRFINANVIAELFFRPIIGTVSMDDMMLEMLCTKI
NPR2 activator – GC-B (human) receptor activation. HEK293-GC-B cells, CNP EC30, cGMP TR-FRET; 0% at EC30 CNP, 100% saturating CNP. activation, % at 10 µM. actives 0.11% (n = 370,000). P20594. AID 1920062;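 active means activation at 10 µM reaching about 35% in either raw or pattern-adjusted values, limit read from the data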
hgDAF-12 ag – agonists of H. glycines DAF-12 nuclear receptor | HEK293 GAL4-hgDAF12 UAS-luciferase reporter, agonist luminescence; normalized to butyrate control | activation, % at 6.8 µM | actives 1.8% (n = 370,000);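 active means activation above a cutoff set at the mean of all screened compounds plus 3 SD, cut at about 10% in these data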;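 further: 0% = DMSO wells and 100% = sodium butyrate wells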
SMARCA2 activ – increases SMARCA2 function in MMTV reporter cells; actives 1% (n = 370,000); AID 652017; activation, % at 9.1 µM; MG213 cells, MMTV-luciferase reporter, dexamethasone, overnight; in the data active means activation above about 7.8%;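 further: 0% = vehicle wells and 100% = reference activator wells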
hcDAF-12 act – activators of H. contortus DAF-12 nuclear receptor; HEK293 hcDAF-12 lit1-tk-luc reporter, luminescence; 0% DMSO, 100% Δ7-dafachronic acid; activation, % at 6.8 µM; actives 1.4% (n = 370,000); AID 652067;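 active means activation above the mean of all tested compounds plus 3 SD, cut at about 5.5% in these data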;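 further: 100% = response to 3 µM Δ7-dafachronic acid high control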
ssDAF12 agonist – activates DAF-12 receptor from parasite S. stercoralis; HEK293 ssDAF-12/GRIP1 lit1-tk-luc reporter, luminescence; % of 3 µM dafachronic acid response; activation, % at 6.8 µM; actives 1% (n = 370,000);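 active means activation above the mean over all tested compounds plus 3 SD, cut at about 0.9% in these data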;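 further: 0% = DMSO-only wells and 100% = 3 µM delta7-dafachronic acid wells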
KLK7 zymogen act – proKLK7 (human) activation, primary screen; P49862; purified proKLK7, EDANS-DABCYL substrate fluorescence; 100% is mature enzyme control, 0% vehicle; actives 0.9% (n = 370,000); AID 652039; activation, % at 7 µM;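 active means activation above the mean of all tested compounds plus 3 SD, computed per campaign excluding outliers beyond control limits, cut at about 13% in these data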
Target sequence (P49862 whole entry, looked up): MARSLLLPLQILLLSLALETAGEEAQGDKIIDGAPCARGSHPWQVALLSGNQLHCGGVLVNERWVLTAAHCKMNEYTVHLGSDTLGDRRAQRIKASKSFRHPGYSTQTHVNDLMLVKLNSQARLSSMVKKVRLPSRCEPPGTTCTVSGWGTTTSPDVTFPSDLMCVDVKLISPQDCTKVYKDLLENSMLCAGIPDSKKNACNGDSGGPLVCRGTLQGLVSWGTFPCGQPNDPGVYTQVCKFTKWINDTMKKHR
FXN GAA850 act – frataxin GAA850 promoter activation | AID 540364 | activation, % at 6 µM | actives 0.56% (n = 360,000) | HEK293 lucGAA850 FXN promoter luciferase reporter, 24 h; percent of 10 µM SAHA response;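 active means activation above the average of all compounds screened plus 3 SD, cutoff fixed separately per campaign, cut at about 7.5% in these data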;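 further: 0% = DMSO wells and 100% = 10 µM SAHA wells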
GC-A act – GC-A (human) enzyme activation; P16066; HEK293 GC-A cells, cGMP TR-FRET, EC30 ANP; 0% at EC30 ANP, 100% saturating ANP; activation, % at 10 µM; actives 0.14% (n = 370,000); in the data active means activation above about 40%
* hit, by the source's call; x = no result given.

Compound,HGIII-sPLA2 inh,DAX1 inh-1,DAX1 inh-2,NPR2 activator,hgDAF-12 ag,SMARCA2 activ,hcDAF-12 act,ssDAF12 agonist,KLK7 zymogen act,FXN GAA850 act,GC-A act
COc1cccc(C(=O)Nn2cnnc2)c1,-3,0.3,1.4,3,-2.5,-1,-1.2,-1.4,0.0,-0.2,0
CN(CCNC(=O)c1cn(C)c2ccc(S(=O)(=O)N(C)C)cc2c1=O)CCc1ccccc1,13,0.5,-0.1,-1,1.7,1,-2.9,-0.3,0.2,-0.4,3
CCOc1ccc(NC(=O)C23CC4CC(C2)CC(c2ccccc2)(C4)C3)cc1,-14,-0.6,-0.3,1,-0.3,-1,-1.9,-0.9,0.2,0.4,-2
C=C(C)C1CC=C(C)/C(=N/NC(=O)CNc2ccc(C)cc2C)C1 (configuration not stated),5,-0.2,0.0,0,-0.4,-3,-0.4,-1.6,0.6,2.3,-5
CCCCCCC(=O)Nc1nnc(CC)s1,5,0.6,-0.3,3,-0.9,-2,-0.3,-1.1,-0.2,0.2,3
CC1CCCCN1S(=O)(=O)Cc1ccccc1Cl (configuration not stated),1,-0.3,2.1,0,0.6,0,-0.8,-1.2,0.4,0.7,3
N#Cc1ccc(OCC(O)CS(=O)(=O)c2ccc(F)cc2)cc1 (configuration not stated),5,-0.1,-0.5,1,-0.7,-3,0.5,-1.5,-0.5,0.7,0
NC(=O)c1c(NC(=O)CN2CCOCC2)sc2c1CCC2,-2,-0.1,-0.5,-2,-3.1,3,-1.9,-1.7,-0.1,2.0,0
CN1CCN(c2ccc(NC(=O)c3cccc(S(=O)(=O)N4CCCC4)c3)cc2)CC1,9,-0.4,0.3,1,0.0,2,-0.3,-1.8,-0.6,1.2,2
CCOc1ccc(OCC(=O)NCCc2nc3ccccc3[nH]2)cc1,9,-0.1,1.6,3,3.2,-3,-1.4,-1.3,-0.2,1.2,0
Cc1ccc(-n2[nH]c(C)c(C=Nc3ccc(Br)cn3)c2=O)cc1,6,1.2,1.2,-4,-0.4,-4,0.5,-1.2,-0.1,2.2,1
COc1ccccc1OCCNC(=O)c1ccc2c(c1)OCCO2,4,7.8*,0.9,5,17*,2,4.7,0.0,-0.3,2.6,1
CCC(C)NC(=O)C1CCC(=O)N(c2ccc3c(c2)OCO3)C1c1ccc(OC)cc1 (configuration not stated),2,0.5,0.5,-4,0.4,-2,-0.1,-1.7,0.1,-0.3,5
Cc1cc(C)cc(CC(=O)N2CCC2(C)C(=O)NS(=O)(=O)c2ccccc2Cl)c1 (configuration not stated),-1,1.3,x,3,0.0,-4,-1.0,-0.4,-0.1,-0.2,3
CC(C)c1ccc(OCC(=O)NNC(=O)c2cnccn2)cc1,-3,0.2,1.0,-2,-0.8,-3,-0.5,0.1,0.0,1.4,2
CN1CCN(c2nc3cc(N4CCOCC4)ccc3s2)CC1,2,1.0,3.3,3,4.3,-3,0.7,0.4,0.1,5.1,2
Cc1c(NC(=O)C2CCCN(S(=O)(=O)c3ccc(Br)s3)C2)c(=O)n(-c2ccccc2)n1C (configuration not stated),0,-1.0,x,-5,-1.6,-2,-2.1,-0.9,0.5,x,0
COc1ccccc1CNC(=O)c1cc2c(C)nn(Cc3ccc(F)cc3)c2s1,-9,-0.5,-0.6,3,-1.2,-2,-2.9,-1.8,0.2,1.7,6
Cc1ccc(F)cc1NC(=O)c1sc2ncn(CC(=O)N3CCN(c4ccccn4)CC3)c(=O)c2c1C,4,-1.1,0.1,-3,-0.4,-2,-1.4,-1.7,0.0,2.2,6
CCOC1=C2CN(S(=O)(=O)c3ccccc3)[C@@H](c3ccccc3)C[C@H]2[C@H]2C(=O)N(c3ccccc3)C(=O)[C@H]2C1,-38,-0.7,x,-6,4.9,2,-1.5,-0.9,-0.3,x,0
CCOC(=O)C1CCN(C(=O)Cn2nc(C)n3nc(-c4ccc(CC)cc4)cc3c2=O)CC1,4,-0.1,2.3,5,0.5,-5,2.0,-0.9,0.2,2.4,3
CC(C)[C@H](NC(=O)C1CCN(C(=O)[C@H](Cc2ccccc2)NC(=O)OC(C)(C)C)CC1)C(=O)O,-3,-0.6,0.9,1,0.5,0,-0.5,0.5,-0.4,0.8,0
CC(C)C[C@H](NC(=O)OCC1c2ccccc2-c2ccccc21)C(=O)O,-6,5.8*,1.3,0,16*,0,1.0,0.3,0.6,-0.2,0
C=CCNC(=O)c1ccc(Cn2cc(C(F)(F)F)ccc2=O)cc1,2,-0.8,0.0,-1,-0.4,-2,-1.6,-0.4,0.0,2.5,-4
Cc1nc(-c2ccc(S(=O)(=O)Nc3cc(F)ccc3F)cc2)co1,-15,0.6,0.9,-2,0.5,-3,0.6,-1.3,0.3,-0.5,0
O=C(CNC(=O)c1cccc(F)c1)OCCOc1cccc(Cl)c1,-1,-0.5,-0.1,7,-0.9,-1,-1.1,-0.5,0.1,0.5,0
O=C(/C=C/c1ccc2c(c1)OCO2)c1ccc(F)cc1,-4,0.2,1.0,5,4.5,2,1.4,-0.7,-1.4,0.8,3
Oc1oc(-c2cccc3ccccc23)nc1/C=N/c1nccs1,6,0.8,-0.6,-3,0.2,-2,-2.2,-0.8,12,1.6,3
COc1ccccc1C(=O)n1nc(C)cc1C,0,-0.6,0.6,5,-1.0,-1,-0.4,-0.8,0.8,0.0,1
CCOc1cc(N2CCOCC2)c(OCC)cc1NC(=O)CN1C(=O)NC2(CCCCC2)C1=O,1,1.1,0.1,5,-1.0,-1,-1.1,-1.2,0.6,1.5,-1
O=C(Cc1ccccc1)Nc1ccccc1C(=O)N1CCCCC1,9,-0.3,0.8,1,2.2,3,-0.3,-1.1,0.3,3.8,3
O=C(Oc1c(CN2CCOCC2)cc(Cl)c2cccnc12)c1ccccc1,0,-1.1,-1.7,0,-2.2,35*,-1.6,-1.5,0.9,4.9,-4
COc1cccc(=O)c2c(C)oc(C)c12,5,0.1,0.2,-2,2.6,0,1.6,0.0,-0.2,1.9,-3
NC(=O)c1ccc(=O)n(Cc2ccc(F)c(F)c2)c1,13,0.1,-0.2,2,0.4,1,-0.9,-0.9,0.1,1.6,0
Cc1cc(C)c2nc(N)sc2c1,0,-0.2,-0.6,-1,2.5,3,3.2,-0.8,0.2,1.2,7
O=C(COc1ccc(Cl)cc1)NCc1ccncc1,-4,-2.0,1.2,5,3.0,0,-0.2,-1.9,0.2,1.3,1

Among those listed so far, these contain an aryl methoxy group.
Compound,HGIII-sPLA2 inh,DAX1 inh-1,DAX1 inh-2,NPR2 activator,hgDAF-12 ag,SMARCA2 activ,hcDAF-12 act,ssDAF12 agonist,KLK7 zymogen act,FXN GAA850 act,GC-A act
COc1cccc(C(=O)Nn2cnnc2)c1,-3,0.3,1.4,3,-2.5,-1,-1.2,-1.4,0.0,-0.2,0
COc1ccccc1OCCNC(=O)c1ccc2c(c1)OCCO2,4,7.8*,0.9,5,17*,2,4.7,0.0,-0.3,2.6,1
CCC(C)NC(=O)C1CCC(=O)N(c2ccc3c(c2)OCO3)C1c1ccc(OC)cc1 (configuration not stated),2,0.5,0.5,-4,0.4,-2,-0.1,-1.7,0.1,-0.3,5
COc1ccccc1CNC(=O)c1cc2c(C)nn(Cc3ccc(F)cc3)c2s1,-9,-0.5,-0.6,3,-1.2,-2,-2.9,-1.8,0.2,1.7,6
COc1ccccc1C(=O)n1nc(C)cc1C,0,-0.6,0.6,5,-1.0,-1,-0.4,-0.8,0.8,0.0,1
COc1cccc(=O)c2c(C)oc(C)c12,5,0.1,0.2,-2,2.6,0,1.6,0.0,-0.2,1.9,-3

Further structures follow.
Compound,HGIII-sPLA2 inh,DAX1 inh-1,DAX1 inh-2,NPR2 activator,hgDAF-12 ag,SMARCA2 activ,hcDAF-12 act,ssDAF12 agonist,KLK7 zymogen act,FXN GAA850 act,GC-A act
Cc1cc2cc(CCNC(=O)C(=O)c3c[nH]c4ccccc34)c(=O)[nH]c2cc1C,-65,-1.2,-2.0,-6,-1.1,-5,-0.8,-1.1,-0.7,-2.7,-10
O=C(CP(=O)(c1ccccc1)c1ccccc1)N1CCOCC1,10,-0.4,0.8,-2,1.8,-3,-1.0,-1.1,0.4,0.5,-2
CNc1ncnc2c1ncn2[C@H]1CN(Cc2cccnc2)C[C@@H](CO)O1,8,0.7,x,2,1.4,-1,0.2,-1.0,-0.2,0.4,3
Cc1ccc(-n2ncc(C(=O)NC3CC3)c2C2CCN(C(=O)OC(C)(C)C)CC2)c(C)c1,-4,0.2,-0.3,2,-0.7,-3,-1.6,-1.4,-0.4,2.3,2
CCOc1cccc(C(=O)N(Cc2ccco2)C2CCS(=O)(=O)C2)c1 (configuration not stated),6,0.1,-0.3,-8,-1.4,0,-0.6,-1.2,-0.5,1.8,1
COC(=O)CN(c1ccccc1[N+](=O)[O-])S(=O)(=O)c1ccccc1,3,-0.3,-0.3,3,-3.1,-1,3.3,0.2,-0.9,1.5,3
Cc1ccc(NC(=O)CN(C)C(=O)COC(=O)CNS(=O)(=O)c2ccc(F)c(F)c2F)cc1,-7,1.6,0.1,-5,2.8,-1,-0.5,-0.8,-0.2,1.0,-1
CCOC(=O)Cc1csc2nc3sc(C)c(C)c3c(=O)n12,-1,-0.1,-0.5,-4,-0.8,-4,-1.6,-1.1,-0.1,3.2,-3
